Compound activity: PubChem, Broad Institute
SIRT5 block: SIRT5 desuccinylase inhibitors, primary screen, biochemical, fluorescence imaging, single point, set 5; NAD-dependent protein deacylase sirtuin-5, mitochondrial (Homo sapiens), Q9NXA8; Purified SirT5, succinyl-peptide AMC, trypsin-coupled fluorescence; inhibition, % at 15 µM; hit rate 1.1% among 330,000; AID 652115, 2013; in the data active = inhibition above about 15%
Target sequence (Q9NXA8 whole entry, looked up): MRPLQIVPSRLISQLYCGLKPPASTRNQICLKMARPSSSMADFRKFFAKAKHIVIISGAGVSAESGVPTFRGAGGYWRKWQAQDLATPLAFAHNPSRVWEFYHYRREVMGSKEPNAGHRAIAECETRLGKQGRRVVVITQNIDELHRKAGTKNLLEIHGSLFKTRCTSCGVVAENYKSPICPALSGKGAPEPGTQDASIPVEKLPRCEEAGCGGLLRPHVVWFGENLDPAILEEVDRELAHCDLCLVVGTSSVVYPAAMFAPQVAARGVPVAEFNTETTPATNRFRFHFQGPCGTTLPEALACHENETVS
Cneo AK release: Cryptococcus neoformans cell lysis inducers, primary screen, AK release luminescence, single concentration. C. neoformans lysis, adenylate kinase release luminescence, 4 h; normalised: neutral wells 0, clomiphene wells 100. lysis activity, % at 15 µM. hit rate 0.2% among 360,000. AID 651654, 2012;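 active = mean lysis activity across replicates of at least 80%, whatever share of replicates individually reach that level; inactive = mean lysis activity below 80%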
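Material: C. neoformans cells; Schedule: 4 h static compound exposure, 37 °C, read 1 h post-reagent; Measured by: adenylate kinase release luminescence; Read-out: signal increase indicating cell lysis; Controls: Clomiphene as positive lysis control.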
ERp5 block: inhibitors of ERp5-driven insulin aggregation, primary screen, biochemical, turbidity, absorbance 650 nm, single point; Protein disulfide-isomerase A6 (Homo sapiens), Q15084; 90 min; inhibition, % at 9.99 µM; hit rate 0.05% among 350,000;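 active = mean replicate inhibition above about 25%, with every replicate also reaching it, limit read from the data, passing the limit was not always enough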
Target sequence (Q15084 whole entry, looked up): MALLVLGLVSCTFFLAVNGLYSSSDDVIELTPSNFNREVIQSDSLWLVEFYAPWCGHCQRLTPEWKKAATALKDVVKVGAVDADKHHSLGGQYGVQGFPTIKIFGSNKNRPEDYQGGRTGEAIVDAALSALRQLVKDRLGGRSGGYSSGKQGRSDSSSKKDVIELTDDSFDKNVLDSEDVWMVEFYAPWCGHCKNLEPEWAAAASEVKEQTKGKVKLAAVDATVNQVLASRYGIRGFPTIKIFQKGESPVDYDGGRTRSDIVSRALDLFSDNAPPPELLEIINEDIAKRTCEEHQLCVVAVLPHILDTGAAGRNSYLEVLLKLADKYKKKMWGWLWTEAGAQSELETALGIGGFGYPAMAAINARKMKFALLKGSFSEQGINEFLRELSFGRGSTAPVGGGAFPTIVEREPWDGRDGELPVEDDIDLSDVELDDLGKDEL
esBAF inh: Bmi1 luciferase reporter increase in mESCs, primary screen, esBAF inhibitor project, mouse ES cells, Bmi1 luciferase knock-in, single point; 24 h; 100% = twice the neutral-well signal; reporter increase, % at 12.5 µM; hit rate 2% among 350,000; AID 602393, 2012; in the data active = activation above about 40%;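 note: 0% = median of the plate's neutral control wells and 100% = double that signal; a rise in the Bmi1 reporter signal indicates esBAF inhibition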
ARNT-TACC3 inh: disruptors of ARNT/TACC3 protein interaction, primary screen, biochemical, AlphaScreen, single concentration; Transforming acidic coiled-coil-containing protein 3 (Homo sapiens), Q9Y6A5; AlphaScreen His-ARNT PAS-B/GST-TACC3 binding, luminescence; TACC3 fragment carries E629A point mutation; inhibition, % at 9.99 µM; hit rate 0.66% among 390,000;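 active = mean inhibition of replicates at least 50% and at least half of replicates each reaching 50%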;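 note: 0% = complete ARNT plus TACC3 wells and 100% = ARNT alone without TACC3; many hits fall short of the cut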
Statin myotox sup: suppressors of statin myotoxicity in C2C12 myotubes, primary screen, cell-based, single point, plate reader; hit rate 0.78% among 330,000; rescue of ATP level, % at 7.49 µM; C2C12 myotubes + simvastatin, ATP luminescence, 48 h; scaled: DMSO 0, geranylgeraniol control 100;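 active = mean ATP rescue above about 67%, or every replicate alone reaching that limit, limit read from the data, passing the limit was not always enough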;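 note: myotubes were challenged with 10 µM simvastatin during compound exposure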
miR-122 sensor: miR-122 Renilla sensor signal increase in Huh7, primary screen, miR-122 inhibitor project, cell-based, single point, plate reader; Huh7 miR-122 Renilla luciferase sensor, 48 h; neutral wells = 0, positive control = 100; activation (reporter increase), % at 12.5 µM; hit rate 0.3% among 340,000;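 active = mean replicate activation score at least 90 and every replicate individually at or above 90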;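 note: higher luciferase means less miR-122 activity so hits act as miR-122 inhibitors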
Active calls of the source: *; . = no result given; & = joins results of further samples; [ ] = another dose, or the depositor's remark.

SMILES	SIRT5 block	Cneo AK release	ERp5 block	esBAF inh	ARNT-TACC3 inh	Statin myotox sup	miR-122 sensor
CN1C(=O)c2cc(NC(=O)Cc3cccs3)ccc2OC[C@H]2O[C@@H](CC(=O)O)CC[C@H]21	0	1	4	-2	-3	10	9[16.7 µM]
CC1CCCCN1S(=O)(=O)c1cccc2nonc12 (configuration not stated)	1	-1	-9	-5	-6	-7	-8
CCOc1ccc(NC(=O)CCC(=O)N/N=C(\C)c2cccs2)cc1	1	0	3	-7	.	9	.
CO[C@@H]1CN(C)C(=O)c2cc(NC(C)=O)ccc2OC[C@@H](C)N(C(=O)C2CC2)C[C@H]1C	.	-5	0	5	.	11	23[16.7 µM]
CNC(=O)c1snnc1-c1ccccc1	.	0	.	-5	3	15	-2
Cc1ccc(-c2[nH]c(=S)[nH]c(=O)c2C#N)cc1	1	3	3	0	29	13	6
CCn1c(SCC(=O)Nc2cccc(NC(C)=O)c2)nc2c([nH]c3ccccc32)c1=O	-4	-2	-3	-10	2	4	.
Cc1ccccc1NC(=O)CSC(=O)c1ccccc1	-2	1	12	-1	9	26	.
CC(C(=O)Nc1cccnc1)n1cc([N+](=O)[O-])cn1 (configuration not stated)	-2	.	-2	.	-7	.	.
COc1ccccc1-c1noc(CCCC(=O)NC2CCCCC2)n1	-1	35	3	3	.	8	-1
CC(C)NC(=O)Nc1ccc2c(c1)C(=O)N([C@@H](C)CO)C[C@@H](C)[C@@H](CN(C)C)OCCCC[C@@H](C)O2	6	0	1	.	-5	.	4[16.7 µM]
CN(C)C(=O)CN1c2cccc3cccc(c23)S1(=O)=O	-2	-4	0	-5	-7	10	-8
COc1ccccc1CNC(=O)C(NS(=O)(=O)c1ccc2c(c1)OCCO2)C(C)C (configuration not stated)	.	-1	.	-1	7	13	-1
CC(C)(C)c1ccc(C(=O)COC(=O)CN2C(=O)NC3(CCCC3)C2=O)cc1	1	-2	1	1	-5	-9	.
CC1(C)CCCN(Cc2c(O)ccc3c(=O)c(-c4nc5ccccc5s4)c(N)oc23)C1	0	.	-2	31	1	-39	-1
CCc1noc(C)c1C(=O)Nc1cc(S(=O)(=O)N(CC)CC)ccc1N1CCCC1	-2	0	0	0	-8	8	.
CC1(C(=O)NCc2ccccc2Br)CCN1Cc1c(F)cccc1F (configuration not stated)	.	-1	-1	10	.	-3	6
C=CCSc1nnc(C)n1-c1ccc(Cl)cc1	.	2	5	3	1	6	0
COc1ccc(NC(=O)C2(C)Cc3c(-c4ccc(NC(C)=O)cc4)ccnc3O2)cc1OC (configuration not stated)	0	2	3	9	.	6	-1
CC(=O)OC(C(=O)NC1CCCCC1)c1ccncc1 (configuration not stated)	-4	-3	2	0	-2	14	-2

Random excerpt: 5 records from the list.
SMILES	SIRT5 block	Cneo AK release	ERp5 block	esBAF inh	ARNT-TACC3 inh	Statin myotox sup	miR-122 sensor
CO[C@@H]1CN(C)C(=O)c2cc(NC(C)=O)ccc2OC[C@@H](C)N(C(=O)C2CC2)C[C@H]1C	.	-5	0	5	.	11	23[16.7 µM]
CC(C)(C)c1ccc(C(=O)COC(=O)CN2C(=O)NC3(CCCC3)C2=O)cc1	1	-2	1	1	-5	-9	.
CCOc1ccc(NC(=O)CCC(=O)N/N=C(\C)c2cccs2)cc1	1	0	3	-7	.	9	.
CN(C)C(=O)CN1c2cccc3cccc(c23)S1(=O)=O	-2	-4	0	-5	-7	10	-8
CCn1c(SCC(=O)Nc2cccc(NC(C)=O)c2)nc2c([nH]c3ccccc32)c1=O	-4	-2	-3	-10	2	4	.

Remaining list, next part:
SMILES	SIRT5 block	Cneo AK release	ERp5 block	esBAF inh	ARNT-TACC3 inh	Statin myotox sup	miR-122 sensor
COc1ccc(N2CCN(CCCn3ccc(NC(=O)OCc4ccccc4)nc3=O)CC2)cc1	9	-2	2	2	.	-4	-4
CC(C)N=c1cc2n(-c3ccc(Cl)cc3)c3ccccc3nc-2cc1Nc1ccc(Cl)cc1	-1	0	6	-6	12	-25	-8
CCN(CC)c1ccc(NC(=O)COc2ccc(N(C)S(=O)(=O)c3cccs3)cc2)cc1	-1	1	0	-1	-4	-14	2
CC(=O)N(c1ccc(Cl)cc1)c1cn(C(C)=O)c2ccccc12	-5	4	-5	-1	-7	23	-4
CC(c1ccccc1)N1CCn2c(nc3cc(NC(=O)NC4CCCCC4)ccc32)C1 (configuration not stated)	.	0	.	-7	-3	-121	5
CC1(C)CC(=O)N(CC(=O)NC2CCCC2)c2ccccc2S1(=O)=O	.	3	7	-2	.	6	-4
C[C@@H]1CN([C@@H](C)CO)C(=O)c2cc(NC(=O)CCC(F)(F)F)ccc2O[C@@H](C)CCCCO[C@@H]1CN(C)C(=O)CCC(F)(F)F	-2	0	-1	-4	-14	.	-1[16.7 µM]
COc1ccc(-c2ccc3c(c2)[C@@H]2[C@@H](CCN2C(=O)CN2CCOCC2)[C@@H](CO)N3)cc1	3	39	1	49*	7	3	-1[16.7 µM]
COc1cc(OC)c(N(C)S(=O)(=O)c2cccc(C(=O)NC3=NCCS3)c2)cc1Cl	-1	-1	9	.	3	.	46
O=C(NCc1ccccc1)c1onc(CS(=O)(=O)c2ccc(Cl)cc2)c1C(=O)NCc1ccccc1	-3	1	2	-6	-5	-49	-3
O=C(CSc1ccc([N+](=O)[O-])cn1)Nc1cc(C(F)(F)F)ccc1N1CCOCC1	1	0	6	-5	-3	-4	2
S=C(NCCc1ccccc1)N1CCN(Cc2ccccc2)CC1	-6	.	-1	.	0	.	.
C[C@@H]1CN([C@H](C)CO)C(=O)c2cc(NC(=O)CCN3CCOCC3)ccc2O[C@@H]1CN(C)C(=O)Nc1ccccc1	1	5	1	-1	-16	-1	-3[16.7 µM]
CCOc1ccccc1NC(=S)NC(=O)C1CCCCC1	-1	23	1	-2	3	-8	12
C=CCN1C(=O)C(CC(=O)Nc2ccc(OC)cc2)N(Cc2ccco2)C1=S (configuration not stated)	.	11	.	0	6	32	-6
Cc1cc(C)c(OCC(=O)OCCNC(=O)c2cccnc2)c(C)c1	.	0	.	.	-1	.	12
COc1cc(NC(=O)c2ccco2)c(OC)cc1NC(=O)c1cc(OC)c(OC)c(OC)c1	.	-10	.	2	0	-6	-22
Cc1cc(C(=O)N/N=C/C=C/c2ccc3c(c2)OCO3)n[nH]1	.	-1	.	15	6	-5	-2
O=C(Cc1ccncc1)NCC[C@H]1CC[C@@H](NC(=O)Nc2ccc(Cl)cc2)[C@@H](CO)O1	5	4	-3	-2	14	-3	.
CCOc1ccccc1NC(=O)C(OC(=O)c1cnc(C)cn1)c1ccccc1 (configuration not stated)	-2	0	-1	-3	.	11	-9

No new results follow: entries from further up.
SMILES	SIRT5 block	Cneo AK release	ERp5 block	esBAF inh	ARNT-TACC3 inh	Statin myotox sup	miR-122 sensor
COc1ccc(N2CCN(CCCn3ccc(NC(=O)OCc4ccccc4)nc3=O)CC2)cc1	9	-2	2	2	.	-4	-4
CC(C)N=c1cc2n(-c3ccc(Cl)cc3)c3ccccc3nc-2cc1Nc1ccc(Cl)cc1	-1	0	6	-6	12	-25	-8

In another format: results already given.
smiles: CCOc1ccc(NC(=O)CCC(=O)N/N=C(\C)c2cccs2)cc1
  SIRT5 block: 1; Cneo AK release: 0; ERp5 block: 3; esBAF inh: -7; ARNT-TACC3 inh: .; Statin myotox sup: 9; miR-122 sensor: .
smiles: CC1(C)CCCN(Cc2c(O)ccc3c(=O)c(-c4nc5ccccc5s4)c(N)oc23)C1
  SIRT5 block: 0; Cneo AK release: .; ERp5 block: -2; esBAF inh: 31; ARNT-TACC3 inh: 1; Statin myotox sup: -39; miR-122 sensor: -1
smiles: C=CCSc1nnc(C)n1-c1ccc(Cl)cc1
  SIRT5 block: .; Cneo AK release: 2; ERp5 block: 5; esBAF inh: 3; ARNT-TACC3 inh: 1; Statin myotox sup: 6; miR-122 sensor: 0
smiles: COc1ccc(NC(=O)C2(C)Cc3c(-c4ccc(NC(C)=O)cc4)ccnc3O2)cc1OC (configuration not stated)
  SIRT5 block: 0; Cneo AK release: 2; ERp5 block: 3; esBAF inh: 9; ARNT-TACC3 inh: .; Statin myotox sup: 6; miR-122 sensor: -1

(more compounds)
SMILES	SIRT5 block	Cneo AK release	ERp5 block	esBAF inh	ARNT-TACC3 inh	Statin myotox sup	miR-122 sensor
N#CC1=C2SCC(O)(c3ccccc3)N2C(=O)CC1c1ccccc1 (configuration not stated)	.	-2	.	-43	3	-33	-5
O=C(c1ccccn1)N1N=C2/C(=C/c3ccc(F)cc3)CCCC2C1c1ccc(F)cc1 (configuration not stated)	.	-2	.	.	8	.	5
COc1ccc(-c2noc(CCC(=O)N3CCN(c4ccc(F)cc4)CC3)n2)cc1	-4	10	1	-7	-3	28	-4
CC1(C(=O)OCC(=O)c2c[nH]c3ccccc23)CC1(Cl)Cl (configuration not stated)	.	-6	.	46*	-1	-32	-2
CC(=O)Nc1ccc(-c2ccnc3c2CC(C(=O)NCc2ccco2)O3)cc1 (configuration not stated)	.	5	1	-26	.	-54	.
C(=N\c1nc2ccccc2n1CCN1CCCCC1)/c1ccc2c(c1)OCO2	.	1	.	4	1	.	-1
CN(C)C(=O)c1ccc(-c2ccc3c(c2)[C@H]2[C@H](CCN2C(=O)C2CC2)[C@@H](CO)N3C)cc1	6	-1	-1	-4	4	21	-21[16.7 µM]
C[C@H](CO)N1C[C@H](C)[C@H](CN(C)C(=O)Nc2ccccc2)Oc2ncc(C#CC3CCCC3)cc2C1=O	-1	-7	2	-1	3	34	23[16.7 µM]
COc1ccccc1N1CCN(c2cc(=O)n(-c3ccccc3Cl)c(=O)[nH]2)CC1	0	-4	-5	5	-16	-22	2
Cc1ccc(C(=O)CNc2ccccc2)cc1	-1	-18	2	62*	-9	6	.
CCCCC[C@@H]1C=C(C(=O)O)[C@H](c2ccc(C)cc2)N1S(=O)(=O)c1ccc(C)cc1	1	4	-1	3	-3	11	1
Cc1ccc(C(=O)c2cn[nH]c2-c2cc(Cl)ccc2O)cc1	.	1	.	-1	-4	11	10
CC(=O)Oc1ccc2oc(C)c(C(=O)N3CCOCC3)c2c1	.	0	.	6	-30	6	7
COc1ccc(NC(=O)N2CCN(S(C)(=O)=O)CC2)c(OC)c1	-5	.	-6	.	2	.	.
C[C@@H]1CN([C@H](C)CO)C(=O)c2cc(NS(=O)(=O)c3ccc(F)cc3)ccc2O[C@@H]1CN(C)C(=O)Nc1cccc2ccccc12	2	-2	14	-4	-1	.	-2[16.7 µM]
Cn1c(=NC(=O)CN2C(=O)C3CC=CCC3C2=O)sc2ccccc21 (configuration not stated)	.	-4	-4	29	-6&7	7	4
C#CCNCCS(=O)(=O)N(Cc1ccc(Br)cc1)[C@@H](CC(C)C)C(=O)O	3	-2	9	-6	-1	-1	-1
COc1ccc(C(=O)Nc2ccnc(-c3cccnc3)n2)cc1	-1	.	-1	.	-7	.	.
